Screening data from PubChem BioAssay.
N-glyco inh – blocks N-linked glycosylation in D54 reporter cells. D54 ERlucT glycosylation luciferase reporter, 24 h; percent of 100 nM tunicamycin response. AID 588692. reporter increase, % at 12.5 µM. 360,000 tested, 0.23% active;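 active means mean luciferase reporter signal, scaled so untreated is 0 and the glycosylation-blocking control 100, at or above a set limit in every replicate; inconclusive means mean reaches the limit but not every replicate does; inactive means mean below the limit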;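 further: luciferase carries N-glycosylation sites so blocking glycosylation raises the light; 0% = median of neutral control wells and 100% = median of 100 nM tunicamycin wells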
HTR2A ag – agonists of mouse serotonin 5-HT2A receptor (HTR2A); CHO-K1 mHTR2A beta-arrestin complementation, luminescence; percent of 30 µM serotonin response; activation, % at 7.6 µM; 360,000 tested, 0.66% active; AID 624169;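 active means activation above a run cutoff, the mean activation of all tested compounds plus 3 SD, cut at about 14% in these data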;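 further: 0% = plate median of compound wells and 100% = 30 µM serotonin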
PDI inh – PDI (human) enzyme inhibition; P07237; PDI insulin aggregation turbidity, A650, 90 min; inhibition, % at 10 µM; 350,000 tested, 0.052% active; AID 588391;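 active means mean inhibition across replicates of 30% or more, whatever share of single replicates reach that level; inconclusive means mean inhibition below 30% while every single replicate reaches 30%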;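 further: absorbance from insulin aggregation driven by PDI reduction with DTT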
Target sequence (P07237 whole entry, looked up): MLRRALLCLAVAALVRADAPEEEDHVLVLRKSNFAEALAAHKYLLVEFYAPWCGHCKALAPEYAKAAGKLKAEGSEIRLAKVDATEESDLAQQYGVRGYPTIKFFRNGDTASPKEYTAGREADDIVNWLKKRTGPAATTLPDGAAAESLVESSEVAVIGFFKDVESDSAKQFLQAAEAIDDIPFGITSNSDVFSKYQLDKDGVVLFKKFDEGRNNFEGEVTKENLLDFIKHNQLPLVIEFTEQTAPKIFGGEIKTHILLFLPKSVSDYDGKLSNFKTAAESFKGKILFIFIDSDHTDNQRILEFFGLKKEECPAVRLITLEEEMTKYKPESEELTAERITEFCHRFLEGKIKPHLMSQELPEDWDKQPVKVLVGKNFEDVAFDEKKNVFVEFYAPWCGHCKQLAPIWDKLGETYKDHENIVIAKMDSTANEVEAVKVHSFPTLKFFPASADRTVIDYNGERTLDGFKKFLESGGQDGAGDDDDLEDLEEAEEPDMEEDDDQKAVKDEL
H9c2 protect – myocardial damage modulation in H9c2 cells. H9c2 cardiomyocytes, H2O2 injury protection, ATPLite, 2 h. protection from H2O2 cell death, % at 20 µM. 360,000 tested, 0.63% active. AID 588492;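 active means compounds giving at least 50% protection of heart cells from peroxide-induced death in the single-dose screen, raw or plate-pattern-corrected value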;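 further: 0% = DMSO wells with peroxide and 100% = DMSO wells without peroxide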
CaV13 FRET inh – Primary screen for inhibitors of IQ motif and Ca2+-dependent inactivation inhibitor domain binding in CACNA1D, Förster resonance energy transfer in living cells, … | inhibition, % at 12.3 µM | AID 743397 | 340,000 tested, 0.098% active | HEK cells, CFP/YFP FRET ICDI-IQ, plate reader, 10 min; percent FRET-ratio fall versus neutral wells;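 active means mean replicate inhibition of at least 30% and at least 1% of replicates passing that level; inconclusive means only one of the two criteria is met; inactive means neither criterion is met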;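 further: 0% = median of the neutral control wells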
Vif imaging – blocks HIV Vif function | HEK293T cells, Vif self-association by quenched fluorescence, imaging, 24 h | inhibition, % at 7.49 µM | 340,000 tested, 0.35% active; in the data active means inhibition above about 50%, passing the limit was not always enough; inconclusive means no clear call, values can overlap the other calls; inactive means below about 31%; further: some results filed as inactive read as strong as hits
MC4R antag cAMP – blocks human MC4R cAMP signaling; P32245; MC4R-expressing cells, MTII-stimulated cAMP, LANCE TR-FRET; inhibition, % at 6.5 µM; 360,000 tested, 0.48% active;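 active means inhibition above its plate's cutoff, the mean of tested wells on that plate plus 3 SD, cut at about 29% in these data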;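 further: 0% = Melanotan II alone and 100% = Melanotan II plus saturating MCL0020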
Target sequence (P32245 whole entry, looked up): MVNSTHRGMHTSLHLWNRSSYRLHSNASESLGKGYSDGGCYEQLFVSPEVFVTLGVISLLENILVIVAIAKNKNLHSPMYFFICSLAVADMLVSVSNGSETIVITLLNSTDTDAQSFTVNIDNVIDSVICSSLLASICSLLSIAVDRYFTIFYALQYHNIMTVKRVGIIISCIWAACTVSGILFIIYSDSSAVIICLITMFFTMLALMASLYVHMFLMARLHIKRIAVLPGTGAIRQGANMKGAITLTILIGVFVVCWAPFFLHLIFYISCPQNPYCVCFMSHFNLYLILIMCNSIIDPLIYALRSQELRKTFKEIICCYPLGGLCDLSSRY
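System – human MC4R-expressing U2OS cells · Also added – Melanotan II · Dosing – one concentration, 6.5 µM nominal · Timing – 30-min compound, 1-h challenge, 1-h detection, room temperature · Measured by – Eu-cAMP/anti-cAMP TR-FRET, emission 671 nm · Replicates – singlicate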
MC4R barr agon – human MC4R agonism via beta-arrestin; P32245; U2OS MC4R beta-arrestin complementation, luminescence; percent of melanotan II response, DMSO zero; activation, % at 8.9 µM; 360,000 tested, 0.98% active; AID 540308;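 active means activation above a per-plate cutoff, the mean activation of sample wells on that plate plus 3 SD, cut at about 8% in these data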
ABCB6 inh MLPCN – blocks the human ABCB6 transporter; K562-ABCB6 porphyrin accumulation, flow cytometry, 1 h; hits give low values; fluorescence ratio to DMSO, % at 10 µM; 360,000 tested, 0.19% active; AID 602162;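 active means fluorescence ratio to DMSO below 75%, the collection mean minus 3 SD; inconclusive means too few cells collected in the well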;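 further: signal is porphyrin accumulated inside mitochondria; 100% equals median channel fluorescence of DMSO control wells; lower ratio means ABCB6 inhibition with less porphyrin fluorescence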
aDG glyco up – increases alpha dystroglycan glycosylation | AID 624168 | activation, % at 10 µM | Pro5-aDG cells, alpha-DG glycosylation AlphaScreen (IIH6); 0% Pro5, 100% B10-LARGE cell signal | 360,000 tested, 0.22% active;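 active means activation of at least 8% versus controls, or a plate z-score of at least 8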;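 further: Pro5 are CHO cells carrying HIG-tagged alpha-DG that lacks glycosylation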
* marks the source's active call; other numbers are inactive results; ? = inconclusive; . = not tested or not shown. Outcome played no part in choosing rows. About 3.6% of those tested had a hit in this group.

Results follow in this order: H9c2 protect	N-glyco inh	HTR2A ag	CaV13 FRET inh	MC4R antag cAMP	Vif imaging	MC4R barr agon	PDI inh	aDG glyco up	ABCB6 inh MLPCN
CC1CCCCN1C(=S)NCCc1ccccc1 (stereo not drawn)
→ 2.4	-0.5	-1.8	-4.8	19.3	10.6	1.4	-0.9	-0.1	97.0
CC(C)c1nnc(NC(=O)c2cccs2)s1
→ 4.2	-3.0	8.2	-4.9	-5.8	.	-0.6	.	0.1	90.0
COc1ccc(/C=C/C(=O)c2cc(F)ccc2OC(=O)c2ccccc2OC)cc1OC
→ 28.0	10.9	-7.2	-6.0	-23.1	90.7*	-3.5	?	-0.3	98.0
C/C(=N\NC(=S)Nc1ccc(C(C)C)cc1)c1ccc2c(c1)OCO2
→ 18.1	-0.6	4.1	.	7.0	0.9	0.7	-1.2	-0.3	99.0
O=C(c1ccccc1)c1nnc(-c2ccncc2)o1
→ -8.3	-0.8	-3.0	.	-0.2	7.6	-0.6	-2.5	-0.1	98.0
Cc1ccc(-c2[nH]c3ccccc3c2C(C[N+](=O)[O-])c2ccco2)cc1 (stereo not drawn)
→ -21.1	-1.8	-8.7	.	12.8	10.0	2.1	2.2	-0.3	96.0
COc1ccccc1CN1CCCCCC1
→ 4.2	-1.6	8.1	4.5	-4.4	22.6	1.9	3.3	-0.1	94.0
COc1cc(NC(=O)c2cc(-c3ccccc3)on2)cc(OC)c1OC
→ 3.3	3.2	-8.6	-1.3	-0.7	-22.9	-1.8	-4.7	1.7	95.0
CCOC(=O)c1c(NC(=O)CN2CCCCC2)sc2c1CCCC2O (stereo not drawn)
→ -4.7	-2.5	1.8	-6.6	14.4	-5.5	2.2	-1.8	0.0	100.0
CCCn1c(=NC(=O)c2ccncc2)c(C#N)cc2c(=O)n3cccc(C)c3nc21
→ 7.6	0.8	-5.9	.	1.4	3.9	-2.1	4.9	0.0	97.0
CCC(C(=O)NCCc1ccc(S(N)(=O)=O)cc1)c1ccccc1 (stereo not drawn)
→ -4.2	2.1	-0.9	-4.6	3.6	-1.9	-0.8	2.5	0.3	97.0
COC(=O)[C@@]1(Cc2ccccc2)[C@H]2C(=O)N(C)C(=O)[C@H]2[C@H]2CN=C(SCc3ccc(C#N)cc3)N21
→ 17.1	2.8	-2.2	-5.2	0.6	-0.3	-1.8	-7.5	0.1	97.0
CC(=O)Nc1ccc(C(=O)OCC(=O)NC(=O)NC2CCCCC2)cc1
→ -3.5	2.3	-4.7	-3.5	0.0	0.4	-2.7	-2.3	-0.2	99.0
CC(C)C[C@H]1CN=C(Nc2ccccc2)N1CC1CCCC1
→ -10.3	-2.5	-3.8	-8.8	6.3	-0.8	-1.8	4.1	-0.1	97.0
COc1ccc2oc(C(=O)OCC(=O)NC(C)c3ccccc3)c(C)c2c1 (stereo not drawn)
→ 1.4	-0.4	3.2	-4.8	1.9	.	-3.0	-1.3	0.0	91.0
CCc1nn(CC(=O)NCCCN2CCOCC2)c(=O)c2cc3sccc3n12
→ 1.1	-1.1	-0.6	-6.0	7.9	0.0	-2.5	-2.5	2.6	98.0
CCCn1c(C)cc(C(=O)CN2C(=O)c3ccccc3S2(=O)=O)c1C
→ -11.9	-17.1	-2.5	-4.9	3.6	.	-2.5	6.1	0.4	95.0
Cc1c(-c2nnc(SCC(=O)O)n2-c2ccccc2Br)nnn1-c1ccccc1
→ 7.9	4.5	-0.2	-6.1	4.6	4.8	0.0	-56.3	-0.1	89.0
C=CCOc1cccc(/C=N/NC(=O)CN(c2cc(Cl)ccc2OC)S(=O)(=O)c2ccc(C)c([N+](=O)[O-])c2)c1
→ 7.2	-6.4	-5.3	-5.2	7.6	-2.6	1.4	-1.5	0.1	82.0
COC(=O)c1ccc(N(C(=O)CNC(=O)c2ccco2)C(C(=O)NCC2CCCO2)c2ccc(OC)c(OC)c2)cc1 (stereo not drawn)
→ 3.0	-0.3	-2.6	-4.1	8.0	4.5	-1.9	0.4	0.1	94.0
Cc1ccc(-c2cc(C(=O)Nc3cccnc3)c3ccccc3n2)o1
→ -14.0	4.2	5.4	-8.9	-10.0	0.1	-0.1	-9.5	0.1	102.0
Cc1cc(NS(=O)(=O)c2ccc(NC(=O)C(C)Oc3ccc(C(C)C)cc3)cc2)no1 (stereo not drawn)
→ -0.6	7.6	-6.5	-3.6	3.8	?	-2.1	11.8	0.1	92.0
Cc1cccc(NC(=O)CSCc2c(C)noc2C)c1C
→ 4.5	0.5	-2.2	-4.7	7.0	8.9	-0.6	-1.5	0.0	96.0
CCCN1CCc2c(sc(NC(=O)CCS(=O)(=O)c3ccccc3)c2C(=O)OC)C1
→ 19.1	-9.0	-6.3	-5.2	4.9	13.6	-2.4	11.6	3.1	101.0
Nc1c(N(Cc2ccccc2)C(=O)COc2ccc(F)cc2)c(=O)[nH]c(=O)n1Cc1ccccc1
→ -1.2	0.9	-12.2	-5.3	8.8	-4.7	-2.6	0.2	-0.1	93.0
COCc1c(C(=O)N2CCN(Cc3ccc(C#N)cc3)CC2)oc2ccccc12
→ 4.5	-1.5	2.3	-4.3	5.3	18.3	1.1	19.1	0.1	93.0
O=C1CN(C(=O)c2ccccc2)c2ccccc2N1
→ 0.1	-1.7	3.1	-4.5	-1.5	5.2	-1.6	11.5	-0.2	90.0
COc1ccc(-c2cc3ccc(OCc4nn[nH]n4)cc3oc2=O)cc1
→ -17.8	-6.0	4.3	-3.4	2.3	-3.9	-3.6	-6.6	0.4	100.0
CCOc1ccc2ccccc2c1/C=N\NC(=O)OC
→ 3.1	1.5	9.6	-4.6	-14.4	-4.0	-1.0	-7.4	0.0	94.0
CC(C)c1ccccc1OCCCCCNCCO
→ 0.6	1.1	-2.3	-10.4	2.0	6.6	0.3	-5.5	0.2	94.0
CCOc1ccc(N(C)C(=O)CCc2nnc3ccc(N4CCC5(CC4)OCCO5)nn23)cc1
→ -3.1	1.5	1.3	-4.8	-6.5	-0.9	0.8	-6.6	-0.1	95.0
C[C@H]1CN=C(Nc2ccccc2)N1CCC1CCCCC1
→ -17.9	-3.8	-5.3	-9.3	12.5	-1.1	-0.9	-4.5	0.0	99.0
CC(C)N1CCC1(C)C(=O)Nc1nccc2cccnc12 (stereo not drawn)
→ 6.6	1.1	1.1	-5.4	-0.7	2.0	-0.2	1.8	-0.3	75.0
Nc1nc(Nc2ccccc2F)nc(NCCO)c1[N+](=O)[O-]
→ 8.2	-0.6	4.5	-3.8	-11.9	-2.7	-1.9	8.1	0.1	102.0
CC(C)NC(=S)N=Nc1c(O)[nH]c2ccc(C(C)C)cc12
→ 8.2	3.0	-3.0	-17.1	4.3	-9.6	0.3	-5.9	0.9	101.0
C[C@H](CO)N1C[C@H](C)[C@@H](CN(C)C(=O)NC2CCCC2)Oc2cc(Br)ccc2S1(=O)=O
→ 19.9	-1.0	3.9	.	22.4	1.4	2.8	-3.5	0.1	100.0
COc1ccc(C(CNC(=O)COc2ccccc2C)N2CCCC2)cc1 (stereo not drawn)
→ -1.0	-3.9	-5.2	-6.2	5.0	-3.3	-3.6	-2.1	0.1	97.0
CCCC(=O)OCC(=O)Nc1cc([N+](=O)[O-])ccc1OC
→ -5.1	-1.0	-0.9	-16.1	8.9	-1.3	-1.0	-12.0	-0.2	102.0
CCC(=O)OCn1nnc2ccccc2c1=O
→ 14.9	1.2	-2.0	-1.6	13.6	18.3	-2.7	-1.4	-0.2	101.0
Nc1ccccc1C#CCCCCO
→ 13.6	3.8	-2.0	-5.7	2.2	8.2	-1.2	1.9	-0.1	100.0
COc1ccccc1NS(=O)(=O)c1ccc(C(=O)NCC2(N(C)C)CCCCC2)cc1
→ 1.2	-2.4	-5.6	-5.0	1.6	-0.9	-2.1	0.9	-0.6	101.0
O=C(C[N+]1(CC#Cc2ccccc2)CCCCC1)c1ccc(Cl)cc1
→ -8.5	-1.8	2.7	-1.0	8.1	25.1	0.5	1.3	0.1	101.0
O=C1CC(C(=O)N2CCOCC2)C2(CCCCC2)O1 (stereo not drawn)
→ -0.6	2.1	-0.4	-9.4	-4.6	0.8	-0.9	-1.5	0.1	100.0
O=[N+]([O-])c1ccccc1Oc1ncccc1[N+](=O)[O-]
→ 9.0	3.2	-3.4	0.2	7.0	-2.2	-1.8	-3.6	-0.2	96.0
COc1ccc(-n2cnc3cc([N+](=O)[O-])ccc32)cc1
→ 1.6	-1.3	-2.8	-4.9	-5.1	-1.6	3.0	9.3	-0.3	93.0
CCOC(=O)C1CCN(c2nc3ccccc3nc2C(C#N)C(=O)OC(C)C)CC1 (stereo not drawn)
→ 2.4	1.3	-0.8	.	8.5	.	-2.0	-6.3	-0.2	109.0
CC(=O)c1ccc(N(C(=O)CNC(=O)c2ccco2)C(C(=O)NC2CCCC2)c2ccco2)cc1 (stereo not drawn)
→ -2.2	0.2	-2.5	-7.1	7.5	0.8	0.2	-19.2	0.0	90.0
Nc1nonc1-n1nnc(C(=O)N/N=C/c2ccncc2)c1-c1cccs1
→ -1.6	4.4	-3.0	-2.1	17.6	-0.9	-4.8	-10.0	-0.2	102.0
Cc1c(C(=O)Nc2cccc([N+](=O)[O-])c2)csc1-c1ccccc1
→ -18.0	-20.9	2.4	-4.5	2.5	24.7	13.9*	-3.8	3.1	98.0
O=C(/C=C/Nc1ccccc1O)c1ccco1
→ -23.1	1.8	-0.7	-7.4	-1.3	-0.5	-1.5	14.6	0.5	99.0
